High-throughput results (PubChem)
Gal4-VP16 FLuc: Gal4-VP16 reporter inhibition counter-screen; Drosophila S2 Gal4-VP16 UAS-luciferase, luminescence, 20 h; Potency, µM (series often up to 53.6 µM), without a hit: top-dose activity, negative = inhibition, hits mostly inhibitors; actives 3.5% (n = 310,000);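 note: Gal4-VP16 expression switched on by copper sulfate through the metallothionein promoter; % is set by controls: 0 for no effect and ±100 for the full control effect; nearly all actives have a fitted effect of over 50% in size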
ELG1 genotox: inducers of genotoxicity in HEK293T ELG1-luciferase cells; actives 1.3% (n = 330,000); Potency, µM (top dose mostly 46 µM), inactives show at the top dose activity change, positive = activation, hits mostly activators; HEK293T ELG1-luciferase reporter, luminescence, 16 h; note: % of control where 0% means no effect; nearly all actives have a fitted effect of over 60% in size
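Quantitative HTS format in 1536-well plates. HEK293T ELG1-luciferase reporter cells receive test compound and are incubated 16 hr at 37 °C, 5% CO2; ONE-Glo added, 30 min room temperature, then luminescence read.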
RORgamma inh: blocks mouse ROR gamma transcriptional activity | Potency, µM (series often up to 53.6 µM), for the others: at the highest dose activity change, negative = inhibition, hits mostly inhibitors | Drosophila S2 Gal4-RORgamma UAS-luciferase reporter, 20 h | actives 5.4% (n = 310,000); note: % is set by controls: 0 for no effect and ±100 for the full control effect; nearly all actives have a fitted effect of over 60% in size
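Using a luciferase readout, inhibitors were identified by reduced reporter activity in Drosophila cells coexpressing a copper-inducible Gal4–ROR gamma fusion and UAS-driven Photinus luciferase, incubated 20 hr after 700 uM copper sulfate.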
uPA surface inh: blocks generation of uPA at the cell surface | cell surface uPA generation assay, qHTS | AID 540303 | actives 0.31% (n = 330,000) | Potency, µM (doses to about 38.3 µM), for the others: at the highest dose activity change, negative = inhibition, usual class: inhibitors; active = well fitted inhibition curve with a large enough effect; inconclusive = small, poorly fitted or top-dose-only effect; inactive = no such curve, though single readings can be large or run the other way; tested in mouse RAW 264.7 cells; note: % is set by controls: 0 for no effect and ±100 for the full control effect; nearly all actives have a fitted effect of over 55% in size
Rab9 promoter act: Rab9 promoter activation. actives 2.8% (n = 320,000). Huh7 Rab9 promoter-luciferase reporter, luminescence, 24 h. Potency, µM (doses to about 9.22 µM), for the others: at the highest dose activation, negative = inhibition, usual class: activators; note: % of control where 0% means no effect; nearly all actives have a fitted effect of over 60% in size
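Steps: seed 1500 Huh7 Rab9-luc cells per well, rest 2 h at 37 °C; add compound in DMSO; incubate 24 h; add luciferase reagent, 10 min ambient; read luminescence.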
p53 reactivation: mutant p53 re-activation in reporter cells | H1299 p53-A138V BP100-luciferase reporter, luminescence, 24 h | Potency, µM (highest dose often 92.2 µM), inactives show top-dose activity change, positive = activation, most hits filed as activators | actives 0.063% (n = 320,000); note: % of control where 0% means no effect; nearly all actives have a fitted effect of over 45% in size
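p53-null H1299 cells stably carrying temperature-sensitive p53-A138V and a BP100-luciferase reporter were pinned with compounds (4-point, 1:5 series) and held 24 hrs at 37 deg C. Luminescence was read 10 min after detection reagent.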
FLuc counter: inhibits or activates purified firefly luciferase, miR-21 counter-screen. purified FLuc, Km substrates, luminescence inhibition. Potency, µM (top dose mostly 57.5 µM), for the others: at the top dose activity change, negative = inhibition, hits mostly inhibitors. actives 6.9% (n = 360,000). AID 588342;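 note: plate controls were vehicle for no effect and reference inhibitor for full effect; nearly all actives have a fitted effect of over 55% in size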
Target sequence (P08659 whole entry, looked up): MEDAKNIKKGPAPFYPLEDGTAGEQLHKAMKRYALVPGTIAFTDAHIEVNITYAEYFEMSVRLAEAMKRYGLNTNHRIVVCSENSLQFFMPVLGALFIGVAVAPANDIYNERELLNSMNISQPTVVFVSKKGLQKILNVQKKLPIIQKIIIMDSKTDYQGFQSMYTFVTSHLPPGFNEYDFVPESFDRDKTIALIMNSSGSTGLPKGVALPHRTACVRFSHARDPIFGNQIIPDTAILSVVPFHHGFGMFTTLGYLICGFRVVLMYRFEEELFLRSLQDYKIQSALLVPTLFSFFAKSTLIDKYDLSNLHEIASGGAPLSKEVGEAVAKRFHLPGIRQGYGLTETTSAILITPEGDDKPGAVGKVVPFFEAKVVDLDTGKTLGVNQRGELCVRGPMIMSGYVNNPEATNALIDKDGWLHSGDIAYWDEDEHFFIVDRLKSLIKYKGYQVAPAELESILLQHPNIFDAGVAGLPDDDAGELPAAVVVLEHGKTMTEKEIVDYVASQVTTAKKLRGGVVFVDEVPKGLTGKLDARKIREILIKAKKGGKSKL
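Biochemical qHTS of compounds, final roughly 60 µM downward over six points, against 10 nM purified firefly luciferase using Km concentrations of substrates (10 uM D-luciferin, 10 uM ATP) in Tris acetate pH 7.5 buffer; luminescence output.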
BRCA1 expr act: activators of BRCA1 expression; MCF7-BRCA1-FFLuc reporter, luminescence, 48 h; response scale: scaled: vehicle 0%, 10 µM genistein 100%; actives 1.1% (n = 380,000); Potency, µM (highest dose often 46.1 µM), without a hit: at the top dose activation, usual class: activators; AID 624202; note: nearly all actives have a fitted effect of over 80% in size; some results filed as inactive show a strong effect at the top dose
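MCF7-BRCA1-FFLuc cells, 2000/well in phenol-red-free MEM, attached 2 h then treated 48 h at 37 C. Luciferase luminescence read 15 min after reagent; normalized to genistein maximum activation (10microM) and DMSO, concentration-response fitted.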
NPC1 prom act: activates the NPC1 promoter | actives 2.4% (n = 320,000) | AID 485313 | Potency, µM (doses to about 9.22 µM), inactives show at the top dose activation, usual class: activators | Huh7 NPC1 promoter luciferase reporter, 24 h;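 note: % of control where 0% means no effect; nearly all actives have a fitted effect of over 60% in size; reporter is driven by a mutant NPC1 promoter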
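Luciferase expression driven by the NPC1 promoter was measured in stably transfected Huh7 cells after a 24 h compound incubation, using a luciferase reagent and a luminescence read.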
MBNL1-CUG inh: inhibitors of human MBNL1 binding to CUG repeat RNA | actives 0.036% (n = 280,000) | AID 2675 | Q9NR56 | Potency, µM (top dose mostly 57.5 µM), inactives show at the highest dose activity change, negative = inhibition, usual class: inhibitors | TR-FRET MBNL1-His/biotin-(CUG)12 binding, 665/545 ratio; active = well fitted inhibition curve with a large enough effect in the signal ratio, with a control signal flat, not every such curve was filed as active; inconclusive = small, poorly fitted or top-dose-only effect, or effect the other way, or a change in a side signal; inactive = no such curve, though single readings can be large or run the other way; the % refers to the signal ratio; note: % is set by controls: 0 for no effect and ±100 for the full control effect
Target sequence (Q9NR56 whole entry, looked up): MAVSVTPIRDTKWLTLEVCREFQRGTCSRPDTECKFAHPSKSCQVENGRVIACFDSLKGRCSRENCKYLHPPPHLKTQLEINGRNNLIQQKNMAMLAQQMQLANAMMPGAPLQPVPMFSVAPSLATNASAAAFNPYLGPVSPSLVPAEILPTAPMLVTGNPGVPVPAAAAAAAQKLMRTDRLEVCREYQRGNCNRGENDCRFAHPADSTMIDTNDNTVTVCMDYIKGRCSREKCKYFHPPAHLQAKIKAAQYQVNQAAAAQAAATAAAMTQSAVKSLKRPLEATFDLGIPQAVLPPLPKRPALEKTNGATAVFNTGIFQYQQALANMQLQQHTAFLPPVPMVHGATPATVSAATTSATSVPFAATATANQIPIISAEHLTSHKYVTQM
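Compound titration spanned 92 nM–58 uM against the MBNL1-His/biotin-(CUG)12 complex. After 60 min at room temperature with 5 nM streptavidin-XL665 and 0.055 ng/ul terbium anti-His, ratiometric 665/545 nm emission (Ex 340 nm) normalized to controls.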
An asterisk follows results filed as active; ? = inconclusive; · = not tested or not shown; [ ] = dose if it differs, or a comment. Unless noted, calls come from the whole dose curve; as a rule, active = well fitted curve in the direction sought with a large enough effect; inconclusive = small, poorly fitted or top-dose-only effect, or another doubt; inactive = no such curve, though single readings can be large; an effect the other way counts as inactive or inconclusive. Potency is the fitted concentration of half-maximal effect.

SMILES	Gal4-VP16 FLuc	ELG1 genotox	RORgamma inh	uPA surface inh	Rab9 promoter act	p53 reactivation	FLuc counter	BRCA1 expr act	NPC1 prom act	MBNL1-CUG inh
COc1cccc(/C=N/NC(=O)c2cnccn2)c1OC	-15%	4%	9%	0%	-1%	8%	?	-2%	5%	4%
C=CCn1c(SCC(=O)NC2CCCC2)nnc1-c1ccccn1	-4%	-1%	5.6µM*	-10%	0%	-4%	3%	-2%	0%	-10%
CCCCn1c(SCC(=O)c2ccccc2)nc2c1c(=O)[nH]c(=O)n2C	-1%	-7%	14%	-13%	-2%[1.84 µM]	15%	-2%	-25%	-1%	1%
N#Cc1c(F)cccc1NCc1cccs1	-11%	7%	28%	-10%	-1%	0%	3%	0%	1%	-12%
COc1ccccc1N1CCN(C(=O)c2c(-c3ccccc3Cl)noc2C)CC1	-1%	-12%	-27%	-12%	4%	-5%	2%	-56%	-18%	-1%
O=C(O)CCn1c(=O)[nH]c2ccccc2c1=O	3%	-3%	24%	10%	-7%	-1%	-1%	21%	-3%	-11%
O=S(=O)(Nc1nnc(C(F)(F)F)s1)c1ccc(Cl)cc1	-1%	-1%	-18%	5%	-9%	5%	-3%	-1%	-5%	-3%
Cc1cccc(N(C(=O)CCC(=O)Nc2ccccn2)C(C(=O)NC(C)C)c2ccc(O)cc2)c1 (stereo not drawn)	-2%	-1%	5%	11%	8%	-14%	0%	-4%	-2%	10%
CCOC(=O)N1CCN(CC(=O)Nc2cccc(Br)c2)CC1	0%	-1%	-21%	3%	3%	-4%	-2%	-2%	-5%	-3%
O=C(Nc1cccc(S(=O)(=O)N2CCOCC2)c1)c1ccc(Cl)nc1	·	-12%	·	?	·	4%	·	-59%	·	·
FC(F)(F)c1cccc(-c2noc(CN3CCOCC3)n2)c1	12%	5%	-1%	-2%	-2%	27%	-3%	48%	0%	5%
C/C(=N\NC(=O)c1ccc(=O)[nH]n1)c1cccnc1	11%	0%	1%	6%	9%	15%	-4%	4%	7%	?
c1ccc(OCCOc2cccc3cccnc23)cc1	29%	13%	-20%	0%	?	?	?	?	16%	-1%
CCCc1ccc(O)c(N=Cc2cc(Br)cc(OCC)c2O)c1	13µM*	20%	7.1µM*	-13%	-4%	?	?	-43%	0%	-8%
O=C1C=C(c2cccc(Cl)c2)C[C@@H](c2ccc(F)cc2)C1	·	-3%	·	11%	-3%	12%	-4%	45%	-3%	·
CN1CCN(c2ccc([N+](=O)[O-])cc2C(=O)c2ccccc2)CC1	-28%	-1%	-2%	-6%	-1%	5%	-2%	-59%	-4%	?
Cc1ccc2cc(C)c(SCC#N)nc2c1	22%	6%	22%	-2%	12%	2%	?	0%	7%	-2%
O=S(=O)(c1ccc(SCCOc2ccccc2Cl)nc1)N1CCCC1	·	-2%	·	22%	0%	12%	6%	-10%	-1%	·
Cc1cc(NC(=O)c2cc(-c3ccccc3Cl)nc3ccccc23)no1	-3%	-1%	36%	-1%	2%	-9%	0%	-29%	-1%	12%
O=S(=O)(c1ccccc1)c1cnc(-c2ccccc2)nc1N1CCCC1	22%	-5%	22%	0%	-3%	15%	5%	-2%	-2%	7%
CCc1cc(C(=O)NNC(=S)Nc2cc(C)ccc2C)cs1	-4%	1%	-18%	1%	2%	20%	-12%	-1%	10%	-3%
COc1ccc(OC)c(NC(=O)CSc2nncc3ccc(OC)c(OC)c23)c1	?	-11%	2%	2%	-3%	-10%	-2%	-20%	1%	24%
CCn1c(SCC(=O)Nc2ccccc2C)nc2nc3c(cc2c1=O)COC(C)(C)C3	-7%	-9%	-1%	10%	-2%	-3%	-1%	-10%	2%	·
Cc1ccc(S(=O)(=O)NCCOc2nc(N(C)C)nc(N3CCOCC3)n2)cc1	-5%	2%	1%	2%	-4%	?	0%	-6%	-2%	3%
CCNCC(O)COCC(O)CNCC (stereo not drawn)	3%	0%	17%	-1%	0%	4%	6%	-3%	-2%	-7%
C=CCNc1ncnc2c1ncn2C1OC(CO)C(O)C1O (stereo not drawn)	-10%	12%	4%[10 µM]	-14%	4%	16%	5%	-86%	-5%	-7%
Cc1ccc(-c2nc(CS(=O)(=O)CC(=O)NC3CCCCC3C)c(C)o2)cc1 (stereo not drawn)	-2%	-9%	13%	-9%	1%	-4%	2%	-5%	-1%	5%
Cc1cc(C)cc(-n2c(SCC(=O)NCc3ccc4c(c3)OCO4)nc3ccccc3c2=O)c1	-8%	-3%	-33%	11%	-1%	-14%	3%	-43%	-2%	4%
CCn1c(SCC(=O)Nc2ccc3c(c2)OCO3)nnc1-c1cnccn1	-4%	1%	4%	1%	0%	-9%	0%	15%	2%	-7%
COc1cc(/C=C2\SC(=S)N(C(Cc3ccccc3)C(=O)O)C2=O)ccc1O (stereo not drawn)	-21%	0%	0%	3%	-7%	-6%	?	-3%	-2%	·
O=C(Nc1ccc(Cl)cc1N1CCOCC1)C1CC1	2%	5%	-9%	2%	3%	-15%	0%	-1%	-6%	-13%
CCCCC(=O)Nc1ccccc1N1CCN(c2ccccc2)CC1	-10%	-11%	-5%	4%	-4%	8%	-7%	10%	-6%	1%
COc1cc(NC(=O)C(=O)NCCN2CCNCC2)c(OC)cc1Cl	-9%	28%	12%	0%	1%	-5%	-2%	-16%	-5%	4%
CCN(CC(=O)Nc1c(F)cccc1F)C(=O)c1ccc2c(c1)NC(=O)C(C)S2 (stereo not drawn)	·	2%	·	1%	-3%	0%	-26%	-11%	-1%	·
CCN(CC)C(=O)c1sc(NC(=O)c2ccoc2C)c(C(=O)OC)c1C	-4%	-6%	-1%	4%	3%	0%	-4%	-40%	-10%	-10%
COc1ccc(NC(=O)CSc2nnc(NC(C)=O)s2)c([N+](=O)[O-])c1	-4%	0%	-22%	6%	-2%	0%	?	6%	-5%	?
Cc1ccc(C(=O)N/C(=C\c2cn(C)c3ccccc23)C(=O)NCCCn2ccnc2)cc1	0%	2%	-7%	-1%	3%	2%	2%	-28%	21%	10%
CCCN1CCN(CC(=O)Nc2nnc(C)s2)CC1	·	-3%	·	12%	-1%	·	-3%	1%	1%	-10%
COc1ccc(CCNC(=O)C(=O)NCC2OCCN2S(=O)(=O)c2cc(F)ccc2F)cc1 (stereo not drawn)	0%	-6%	-6%	?	2%	·	-3%	-6%	-2%	-2%
O=C(Nc1ccncc1)c1cccc(F)c1	4%	-9%	-2%	6%	-1%	-11%	2%	-7%	0%	-14%
Cn1c(=O)cc(OCC(=O)N2CCCc3ccccc32)c2ccccc21	-10%	15%	-2%	·	-3%	-9%	1%	-25%	-3%	4%
COc1cccc(NC(=O)Cn2cnc3sc(C)c(S(=O)(=O)N4CCN(C)CC4)c3c2=O)c1	-7%	-2%	?	0%	4%	-11%	0%	14%	-4%	32µM*
Cc1nc2ccc(NC(=O)c3ccc(Cl)c(NC(=O)c4cccs4)c3)cc2s1	-9%	1%	22%	-1%	-2%	23%	13µM*	-23%	4%	26%
CC(NC(=O)CCNC(=O)c1ccco1)c1ccc(F)cc1 (stereo not drawn)	·	-6%	·	6%	-1%	·	-9%	-8%	-5%	-12%
COc1cccc(N(CC(=O)NC2CCCCC2)C(=O)CCC(=O)Nc2nc(C)cs2)c1	-2%	0%	-8%	0%	0%	0%	1%	-15%	-1%	-7%

Three of the entries above in order of the RORgamma inh value, smallest number first:
SMILES | RORgamma inh
O=C(Nc1ccc(Cl)cc1N1CCOCC1)C1CC1 | -9%
Cc1ccc(C(=O)N/C(=C\c2cn(C)c3ccccc23)C(=O)NCCCn2ccnc2)cc1 | -7%
CCCCC(=O)Nc1ccccc1N1CCN(c2ccccc2)CC1 | -5%

More records
SMILES	Gal4-VP16 FLuc	ELG1 genotox	RORgamma inh	uPA surface inh	Rab9 promoter act	p53 reactivation	FLuc counter	BRCA1 expr act	NPC1 prom act	MBNL1-CUG inh
C#CCSc1nnc(-c2ccc(C)cc2)o1	-4%	23µM*	8%	-4%	2.2µM*	?	7.6µM*	?	3.5µM*	-5%
CN1CCN(Cc2c(C#N)c3ccccc3n2C)CC1	7%	-1%	-26%	6%	-10%	3%	9%	-1%	-5%	-1%
COc1cc2ccccc2cc1C(=O)N1CCCC(C(F)(F)F)C1 (stereo not drawn)	·	-5%	·	2%	-1%	-4%	-1%	-10%	-1%	·
O=C(CN1C(=O)NC2(CCCCCC2)C1=O)NC1CCCCCCC1	9%	0%	0%	5%	2%	-1%	2%	0%	-7%	-3%
CC(=O)Nc1ccc(S(=O)(=O)Nc2cccc(-c3nc4ccccc4o3)c2)cc1	-27%	-7%	10%	-7%	-6%	-6%	-16%	-3%[1.84 µM]	-3%	-6%
CC(C)NC(=O)c1ccc(-c2cc(C(F)(F)F)ccc2Cl)o1	4%	-2%	-5%	·	2%	-1%	1%	-14%	-5%	3%
CC(C)=CCC/C(C)=C/CNC(=O)C[C@H]1C[C@H](C(=O)N2CCCCC2)[C@@]2(C)c3[nH]c4ccc(Cl)cc4c3CCN2C1=O	·	5%	·	3%	·	3%	·	10%	·	·
CCOC(=O)C1=C(O)/C(=C/c2ccc(OCC(=O)O)c(OCC)c2)SC1=Nc1ccc(C)cc1	-15%	-1%	28%	2%	0%	-4%	-5%	0%	-10%	?
Cc1ccccc1C(C(=O)NC1CCCC1)N(C(=O)CNC(=O)c1ccco1)c1cccnc1 (stereo not drawn)	-4%	3%	-2%	·	-5%	3%	-2%	·	-1%	-1%
